# ATXN2 expr inh: Primary qHTS for Inhibitors of ATXN expression. AID 1745845, 2022. Potency, µM (highest dose often 57 µM), without a hit: at the highest dose activity change, negative = inhibition, usual class: inhibitors. hit rate 0.72% among 360,000. HEK-293 ATXN2-luciferase reporter, luminescence, 24 h; note: % is set by controls: 0 for no effect and ±100 for the full control effect; nearly all actives have a fitted effect of over 55% in size
#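 ATXN2-luciferase reporter cells (luciferase flanked by upstream and downstream ATXN2 gene portions) were treated 24 h at 37 °C with compounds at up to 57 uM. SteadyGlo luminescence gave expression; GF-AFC fluorescence gave viability.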
# ATXN viability: Viability Counterscreen for Primary qHTS for Inhibitors of ATXN expression; S2 cells (HEK-293 line with an ATXN2-luciferase reporter) viability, CellTiter-Fluor protease fluorescence, 24 h; hit rate 0.49% among 400,000; AID 651635, 2014; Potency, µM (doses to about 56.7 µM), actives largely listed as cytotoxic; note: nearly all actives have a fitted effect of over 40% in size
# Nrf2 inh: Nrf2 qHTS screen for inhibitors. A549 ARE-Fluc reporter, luciferase luminescence, 18-24 h. Potency, µM (series often up to 46 µM), for the others: top-dose activity change, negative = inhibition, hits mostly inhibitors. hit rate 2.1% among 360,000. AID 504444, 2011; note: % is set by controls: 0 for no effect and ±100 for the full control effect; nearly all actives have a fitted effect of over 60% in size
#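 A549 ARE_Fluc cells, 5000/well, 5% FBS OPTI-MEM; compounds in dose-response, 18-24 h at 37 °C/5% CO2; CellTiter-Fluor viability read (Ex 405/Em 525), then BugLite luciferase luminescence = Nrf2 activity.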
# A549 tox: Nrf2 qHTS screen for inhibitors: counterscreen for cytotoxicity. A549 ARE-Fluc cells, CellTiter-Fluor viability, 18-24 h. Potency, µM (top dose mostly 46 µM), for inactives: at the top dose activity change, negative = cytotoxicity, most hits filed as inhibitors. hit rate 0.16% among 390,000. AID 504648, 2011; note: % is set by controls: 0 for no effect and ±100 for the full control effect
#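 A549 ARE-Fluc cells in 5% FBS OPTI-MEM, 5000 cells/well, rested 2 h then exposed to compounds in concentration-response for 18-24 h at 37 °C. Viability by CellTiter-Fluor fluorescence (Ex 405/Em 525) after 30 min; luciferase luminescence (BugLite, 15 min, RT) read afterwards.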
# MCF10A rereplic: A quantitative high throughput screen for small molecules that induce DNA re-replication in MCF 10a normal breast cells. MCF 10A DNA re-replication, Hoechst nuclear intensity, 48 h. Potency, µM (top dose mostly 46.1 µM), without a hit: at the top dose activity, positive = re-replication, hits mostly activators. hit rate 2.9% among 350,000. AID 624296, 2012; note: % of control where 0% means no effect; nearly all actives have a fitted effect of over 50% in size
# Nrf2 activator: qHTS of Nrf2 Activators. AREc32 ARE-luciferase reporter (MCF7-derived line), luminescence, 24 h. AID 624171, 2012. Potency, µM (titrated, usually from 46.1 µM), without a hit: at the top dose activation, actives largely listed as activators. hit rate 0.31% among 410,000; note: % of control where 0% means no effect; nearly all actives have a fitted effect of over 65% in size
#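 ARE-driven firefly luciferase activity in AREc32 cells measured after a 24 hr compound exposure at 37 deg C, using Steady-Glo reagent and a 30 min room-temperature hold.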
# HepG2 viability: qHTS for Inhibitors of TGF-b: Cytotox Counterscreen. HepG2 CAGA-GFP viability, ATP luminescence, 18 h. Potency, µM (top dose mostly 46.1 µM), without a hit: top-dose activity change, negative = cytotoxicity, hits mostly cytotoxic. hit rate 0.76% among 410,000; note: some results filed as inactive show a strong effect at the top dose
#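 HepG2 CAGA-GFP cells (1000/well, DMEM with 1% FBS) received compound, then TGF-beta at 500 pg/mL final, and were incubated 18 hours at 37 degrees C. Viability was read by CellTiter-Glo luminescence. Media-only wells were set as complete cell-killing and DMSO as no toxicity.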
# TGFb SMAD3 inh: qHTS for Inhibitors of TGF-b | HepG2 CAGA-GFP TGF-b/SMAD3 reporter, GFP fluorescence, 18 h; TGF-beta stimulated, 500 pg/mL final | Potency, µM (top dose mostly 46.1 µM), for inactives: at the highest dose activity, negative = inhibition, usual class: inhibitors | hit rate 1.2% among 410,000; note: % is set by controls: 0 for no effect and ±100 for the full control effect; nearly all actives have a fitted effect of over 65% in size
#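 Read-out: total well GFP (ex488/em500-530) summed from mean per-cell fluorescence. Cells: HEPG2 CAGA-GFP, 1% FBS DMEM, 18 h at 37 degrees C with 500 pg/mL final TGF-beta. Unstimulated wells served as the full-inhibition control; stimulated DMSO wells = 0%.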
# EPAC2 antagonist: qHTS for Antagonist of cAMP-regulated guanine nucleotide exchange factor 2 (EPAC2): primary screen. EPAC2 GEF exchange of Rap1B-BODIPY-GDP, fluorescence. Potency, µM (doses to about 114 µM), inactives show at the highest dose activity, negative = inhibition, actives largely listed as inhibitors. hit rate 0.18% among 360,000. AID 720708, 2013; note: % is set by controls: 0 for no effect and ±100 for the full control effect; nearly all actives have a fitted effect of over 45% in size; many of its hits are not listed in these tables
# Target sequence (Q8WZA2 whole entry, looked up): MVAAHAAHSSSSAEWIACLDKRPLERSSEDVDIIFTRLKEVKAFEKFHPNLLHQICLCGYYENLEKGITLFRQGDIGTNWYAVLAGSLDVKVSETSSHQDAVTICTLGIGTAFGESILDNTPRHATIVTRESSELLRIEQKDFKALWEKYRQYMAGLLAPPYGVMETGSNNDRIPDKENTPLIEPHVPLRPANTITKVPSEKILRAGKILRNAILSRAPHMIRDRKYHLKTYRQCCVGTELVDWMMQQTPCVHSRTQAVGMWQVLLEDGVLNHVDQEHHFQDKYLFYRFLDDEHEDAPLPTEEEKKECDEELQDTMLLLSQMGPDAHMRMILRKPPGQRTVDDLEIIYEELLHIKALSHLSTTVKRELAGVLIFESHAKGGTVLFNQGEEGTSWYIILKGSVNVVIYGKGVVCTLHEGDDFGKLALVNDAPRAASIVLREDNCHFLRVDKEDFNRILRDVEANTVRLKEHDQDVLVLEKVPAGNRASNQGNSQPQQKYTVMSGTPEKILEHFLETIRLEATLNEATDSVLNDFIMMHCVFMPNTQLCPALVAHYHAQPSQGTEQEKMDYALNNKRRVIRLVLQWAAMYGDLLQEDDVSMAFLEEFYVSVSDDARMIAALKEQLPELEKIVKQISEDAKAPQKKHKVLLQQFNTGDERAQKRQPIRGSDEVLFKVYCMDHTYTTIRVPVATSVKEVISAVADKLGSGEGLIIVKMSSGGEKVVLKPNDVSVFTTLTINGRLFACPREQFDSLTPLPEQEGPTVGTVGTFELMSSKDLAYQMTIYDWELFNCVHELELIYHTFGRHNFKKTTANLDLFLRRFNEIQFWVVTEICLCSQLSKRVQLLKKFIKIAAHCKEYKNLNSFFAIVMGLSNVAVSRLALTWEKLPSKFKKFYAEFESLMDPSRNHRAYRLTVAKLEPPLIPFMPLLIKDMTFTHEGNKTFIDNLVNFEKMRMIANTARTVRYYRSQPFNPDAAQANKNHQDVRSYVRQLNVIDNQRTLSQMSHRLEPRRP
# * = called active by the depositor; i = inactive; ? = inconclusive; / = not tested or not shown; & = joins results of further samples; [ ] = remark or other dose. Calls come from the whole dose curve; as a rule, active = well fitted curve in the direction sought with a large enough effect; inconclusive = small, poorly fitted or top-dose-only effect, or another doubt; inactive = no such curve, though single readings can be large; an effect the other way counts as inactive or inconclusive. Potency is the fitted concentration of half-maximal effect. An excerpt, so the mix of outcomes need not match the whole.
no.	Compound	ATXN2 expr inh	ATXN viability	Nrf2 inh	A549 tox	MCF10A rereplic	Nrf2 activator	HepG2 viability	TGFb SMAD3 inh	EPAC2 antagonist
1	CSc1cccc(NC(=O)CC(C)n2ccnc2)c1 (configuration not stated)	11%	i	-11%	1%	11%	-0.2%	1%	18%	0%
2	N#Cc1nc(-c2ccc([N+](=O)[O-])cc2)oc1N1CCCCC1	-24%	i	-12%	-3%	6%	0.7%	7%	11%	0%
3	CCOC(=O)C1CCCN(C(=O)c2cccc(C(F)(F)F)c2)CC1 (configuration not stated)	6%	i	/	/	/	-1.1%	1%	-5%	10%
4	CC(=O)Nc1ccc(S(=O)(=O)NCC2CCC(C(=O)NCCC3=CCCCC3)CC2)cc1 (configuration not stated)	6%	i	10%	4%	16%	-0.2%	-29%	1%	11%
5	Cc1ccc(S(=O)(=O)CC(C)N2CCOCC2)c(S(=O)(=O)CC(C)N2CCOCC2)c1 (configuration not stated)	-3%	i	5%	-6%	-1%	0.1%	-18%	0%	-3%
6	O=C(c1ccccc1)N1N=C(c2ccccc2)CC1c1ccccc1[N+](=O)[O-] (configuration not stated)	0%	i	7%	5%	8%	-0.1%	10%	0%	12%
7	CN(C)C(=O)/C(=C\c1ccncc1)NC(=O)c1ccccc1	-16%	i	0%	2%	?	-0.3%	14%	15%	13%
8	CCN(CC)S(=O)(=O)c1cccc(C(=O)Nc2cccnc2)c1	2%	i	-23%	0%	-3%	-0.3%	2%	6%	2%
9	COc1cccc(NC(=O)Cn2c(=O)n(CCCC(=O)NCc3ccc4c(c3)OCO4)c(=O)c3ccccc32)c1	3%	i	-2%	-4%	/	-0.6%	-4%	3%	/
10	O=C(CNC(=O)c1cccs1)c1ccc(Cl)cc1	18%	i	11%	-9%	-10%	0.0%	-15%	3%	2%
11	O=C(NC1CCCCC1)C(c1cccnc1)N(C(=O)c1csnn1)C1CCCC1 (configuration not stated)	8%	?	2%	-4%	-2%	0.2%	9%	22%	3%
12	CC(C)(Oc1ccc(Cl)cc1)C(=O)O	0%&12%	i	8%	0%	2%	0.5%	1%	6%	-4%
13	O=C1CCC(=O)N1CCSC(=S)N1CCOCC1	38%[activator]	i	15%	1%	2%	0.6%	-35%	0%	7%
14	COCc1cc(=O)[nH]c2c1c(-c1ccccc1)nn2C	/	i	?	3%	6%	-0.4%	11%	8%	12%
15	O=C(O)c1ccc(COc2ccccc2/C=C2/NC(=O)N(c3cccc(Cl)c3)C2=O)cc1	-5%	i	0%	-13%	0%	0.7%	-16%	-21%	?
16	COc1ccccc1C(=O)NCC(=O)N/N=C/c1cc(Br)ccc1OCc1ccccc1	/	i	?	-13%	-7%	1.8%	-17%	-4%	-4%

# Limited to HepG2 viability, MCF10A rereplic and TGFb SMAD3 inh, for three of the compounds above:
cpd | compound | HepG2 viability | MCF10A rereplic | TGFb SMAD3 inh
13 | O=C1CCC(=O)N1CCSC(=S)N1CCOCC1 | -35% | 2% | 0%
14 | COCc1cc(=O)[nH]c2c1c(-c1ccccc1)nn2C | 11% | 6% | 8%
15 | O=C(O)c1ccc(COc2ccccc2/C=C2/NC(=O)N(c3cccc(Cl)c3)C2=O)cc1 | -16% | 0% | -21%

# Additional structures.
no.	Compound	ATXN2 expr inh	ATXN viability	Nrf2 inh	A549 tox	MCF10A rereplic	Nrf2 activator	HepG2 viability	TGFb SMAD3 inh	EPAC2 antagonist
17	N/C(=N\OC(=O)c1cc(-c2ccccc2)nc2ccccc12)c1cccnc1	-10%	i	-1%	1%	0%	-0.5%	-7%	-6%	-1%
18	COc1cc2c(cc1OC)C(c1ccc(-c3cc(Cl)ccc3Cl)o1)=NCC2	?	?	16µM*	?	?	-0.8%	-32%	0%	-2%
19	O=C(CN(c1ccc(Cl)cc1)S(=O)(=O)c1ccc(Cl)c([N+](=O)[O-])c1)NCCc1ccccc1	?	?	?	?	3.7µM*	-0.2%	0%	-18%	-1%
20	O=C(COc1ccccc1)N1CCN(c2nnc(-c3ccccc3)c3ccccc23)CC1	-31%	i	21µM*	?	9%	4.1%	-10%	-14%	-1%
21	CCCn1nc(C(=O)N2CCc3ccccc3C2)c2ccccc2c1=O	-7%	i	/	-2%	-5%	0.0%	36%	11%	-7%
22	Cc1c(C(C)C)c(=O)n(-c2ccc(S(=O)(=O)N3CCOCC3)cc2)n1C	1%	i	?	1%	8%	-0.4%	-24%	4%	1%
23	CCOc1ccccc1C(=O)NCCC(=O)O	5%	i	5%	-7%	1%	-1.0%	-1%	-8%	9%
24	O=C(Nc1ccc(NC(=O)C2CC2)nc1)c1cccc(F)c1	5%	i	5%	-3%	-3%	0.4%	-10%	-15%	-2%
25	COc1ccc(NC(=O)Nc2ccc(F)c(F)c2)c(OC)c1	7%	i	-9%	0%	11%	2.3%	11%	1%	-15%
26	COc1ccc(CNC(=O)CCn2c(=O)c3cccn3c3ccc(F)cc32)cc1	1%	i	15%	-1%	1%	-0.4%	13%	22%	9%
27	Nc1nnc(SCC(=O)OCC(=O)NC2CCCCC2)s1	/	i	?	16%	5%	-0.6%	-19%	-2%	-5%
28	CCOCCCNC(=S)Nc1ccc(S(N)(=O)=O)cc1	-16%	?	9%	2%	3%	-0.1%	19%	9%	16%
29	COCC(C)NC(=O)c1ccc(N(C)C)cc1 (configuration not stated)	5%	i	9%	-10%	14%	-0.5%	-4%	20%	-1%
30	CCN(CC)C(=O)c1sc(NC(=O)c2ccc(Br)o2)c(C(=O)OC)c1C	-9%	i	?	-21%	?	-0.3%	-3%	-18%	0%
31	COc1ccc(-c2cc(C(F)(F)F)n3nc(C(=O)Nc4sc5c(c4C(=O)OC(C)C)CCCC5)cc3n2)cc1OC	1%	i	?	8%	/	0.0%	11%	20%	/
32	CSc1ccc(C(=O)C2CCCN(C(=O)c3nonc3C)C2)cc1 (configuration not stated)	-12%	i	4%	3%	10%	-0.2%	-26%	-3%	-11%
33	c1cnc(N2CCN(Cc3c[nH]c4ccccc34)CC2)nc1	-13%	i	?	0%	13%	29%	-24%	?	10%
34	CCOC(=O)Cn1c(=O)n(-c2ccccc2OC)c2nc(-c3ccccc3F)nc(C(N)=O)c21	-4%	i	/	0%	/	-0.5%	-5%	16%	/
35	COc1ccc(C(C)(NC(C)=O)c2nc(-c3ccc(S(C)(=O)=O)cc3)cs2)cc1 (configuration not stated)	2%	i	/	/	/	0.9%	-16%	3%	-14%
36	Cc1cc(SCC(=O)c2ccc(Cl)cc2)nc(=O)[nH]1	-22%	i	?	-6%	1%	-0.1%	-5%	1%	4%
37	COc1ccc(/C=C2\SC(=S)N(CCCC(=O)Nc3cccc(C(=O)O)c3)C2=O)cc1OC	-7%	?	0%	-15%	-66%[inhibitor]	-0.5%	-3%	1%	-6%
38	O=C(C1CC1)N1CCc2cc(S(=O)(=O)N(CCO)Cc3ccccc3)ccc21	-16%	i	?	7%	1%	-0.2%	-1%	-17%	1%
39	CCCCN(C=O)c1c(CC)nc2c(OCc3ccc(C(F)(F)F)cc3)cccn12	?	?	/	/	/	-1.3%	-44%	?	?
40	COc1ccc(N2CC(C(=O)Nc3ccc(F)cc3F)CC2=O)cc1 (configuration not stated)	3%	i	-11%	1%	-2%	-0.1%	2%	5%	13%
41	CCc1cccc(NC(=O)CNS(=O)(=O)c2ccc3nc(C)sc3c2)c1	/	/	-5%	0%	/	3.2%	-23%	/	/
42	COc1ccc(NS(=O)(=O)c2cccc(NC(=O)CCC(=O)c3ccc(Cl)cc3)c2)cc1	-15%	?	21µM*	-28%	?	9.1%	-23%	10µM*	-5%
43	CN(CC(=O)Nc1cccc(F)c1)C(=O)CCNC(=O)c1ccco1	3%	i	-16%	0%	?	-0.2%	8%	-3%	8%
44	COC(=O)C1CC(O)C(O)C(O)C1 (configuration not stated)	-3%	i	2%	7%	5%	-0.3%	-75%	6%	0%
45	COc1ccc(Oc2nc(C(F)(F)F)nc3ccccc23)cc1	-7%	i	-4%	9%	?	3.8%	-4%	-16%	-10%
46	Nc1cccc(NC(=O)CCC(=O)NCc2ccco2)c1	-16%	i	-7%	1%	1%	0.0%	-13%	14%	8%
47	Oc1ccccc1N1CCN(C(=S)NCCc2ccccc2)CC1	40%[activator]	i	4%	-2%	?	5.9%	-3%	2%	-11%
48	CCS(=O)(=O)N1N=C(c2cccc(NS(C)(=O)=O)c2)CC1c1cccs1 (configuration not stated)	5%	i	-5%	3%	1%	3.2%	-8%	15%	-2%
49	COC(=O)[C@H](C)NC(=O)Nc1cccc(C(F)(F)F)c1	-10%	i	-7%	-3%	0%	-0.2%	-1%	-4%	4%
50	O=C(Nc1cccc(-c2nc3ccccc3o2)c1)c1cccc(Br)c1	-15%	?	/	-4%	/	6.0%	-3%	-25%	/
51	Cc1cc(C)c(NS(=O)(=O)c2ccccc2)c(C)c1NS(=O)(=O)c1ccccc1	3%	i	-2%	2%	10%	0.6%	4%	4%	?
52	CCSc1nnc(NC(=O)CCNS(=O)(=O)c2ccccc2F)s1	2%	i	-9%	2%	-2%	0.2%	-7%	4%	3%
53	COc1cccc(Nc2sc(C(=O)c3ccc(F)cc3)c(N)c2C(=O)NCc2ccc(Cl)cc2)c1	-14%	i	/	-12%	/	-2.6%	-40%	?	/
54	CCCCOc1ccc(CNC(=O)c2cnc3sc(N4CCC(C)CC4)nn3c2=O)cc1	0%	i	?	11%	/	9.0%	-4%	-13%	/
55	CC1CCC(NC(=O)CNC(=O)c2cccs2)CC1 (configuration not stated)	5%	i	?	9%	-1%	0.1%	0%	-6%	15%
56	Cc1nc(-c2ccc(S(=O)(=O)N3CCN(c4ccccc4)CC3)cc2)co1	/	i	1%	0%	9%	2.5%	4%	7%	2%

# High-throughput results (PubChem)
